# Screens as filed in PubChem.
# PfGluPho inh = PfG6PD (Plasmodium falciparum) enzyme inhibition; PfGluPho enzyme, NADPH resazurin-diaphorase fluorescence; inhibition, % at 20 µM; actives 0.78% (n = 350,000); AID 504690;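 active means inhibition reaching at least a set limit at 20 µM in the primary screen, cut at about 59% in these data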;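 further: 0% = DMSO wells with substrate and 100% = DMSO wells lacking glucose-6-phosphate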
# SENP6 inh = SENP6 protease inhibition. inhibition, % at 10 µM. Recombinant SENP6 catalytic domain, aminoluciferin luminescence. actives 1.8% (n = 330,000). Q9GZR1;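 active means inhibition above about 50% at the single tested dose, limit read from the data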;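 further: plate controls were DMSO wells with enzyme for no effect and DMSO wells lacking enzyme for full effect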
# SENP8 block-1 = inhibitors of human SENP8 protease; Q96LD8; purified SENP8, Z-RLRGG-aminoluciferin cleavage, luminescence; inhibition, % at 10 µM; actives 1.2% (n = 330,000); AID 2540; in the data active means inhibition above about 50%
# HKDC1 inhibitor = HKDC1 (human) hexokinase inhibition; inhibition, % at 20 µM; Q2TB90; actives 0.16% (n = 340,000); recombinant HKDC1, G6PDH/diaphorase resazurin coupled fluorescence;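 active means inhibition above about 35% when tested at 20 µM, limit read from the data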;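 further: plate controls were DMSO wells with enzyme for no effect and DMSO wells lacking enzyme for full effect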
# Target sequence (Q2TB90 whole entry, looked up): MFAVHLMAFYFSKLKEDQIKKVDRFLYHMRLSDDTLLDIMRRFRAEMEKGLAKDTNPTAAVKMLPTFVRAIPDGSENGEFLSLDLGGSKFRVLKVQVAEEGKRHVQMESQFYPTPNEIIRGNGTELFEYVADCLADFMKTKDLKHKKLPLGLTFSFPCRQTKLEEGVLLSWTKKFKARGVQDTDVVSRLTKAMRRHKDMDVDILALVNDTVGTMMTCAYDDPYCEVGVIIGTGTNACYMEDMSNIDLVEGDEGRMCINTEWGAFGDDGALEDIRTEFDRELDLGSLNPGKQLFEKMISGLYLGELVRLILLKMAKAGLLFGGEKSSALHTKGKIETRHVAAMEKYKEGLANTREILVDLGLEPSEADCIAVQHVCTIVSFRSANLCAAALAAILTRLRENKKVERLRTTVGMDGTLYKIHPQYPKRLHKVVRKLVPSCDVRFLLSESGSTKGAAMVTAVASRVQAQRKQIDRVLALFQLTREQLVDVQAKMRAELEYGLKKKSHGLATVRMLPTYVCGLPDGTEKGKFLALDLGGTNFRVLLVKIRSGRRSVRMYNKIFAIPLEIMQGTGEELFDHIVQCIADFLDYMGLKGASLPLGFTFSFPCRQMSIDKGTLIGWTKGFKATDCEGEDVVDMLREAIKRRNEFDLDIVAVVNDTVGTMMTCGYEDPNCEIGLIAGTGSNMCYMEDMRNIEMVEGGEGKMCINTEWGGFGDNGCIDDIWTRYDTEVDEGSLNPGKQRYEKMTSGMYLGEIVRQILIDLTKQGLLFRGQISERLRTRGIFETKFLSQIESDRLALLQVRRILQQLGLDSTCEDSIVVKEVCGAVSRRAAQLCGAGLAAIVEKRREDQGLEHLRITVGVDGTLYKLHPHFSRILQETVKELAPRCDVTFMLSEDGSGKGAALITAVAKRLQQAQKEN
#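 Assay system: recombinant HKDC1 hexokinase; detection: coupled resazurin fluorescence, excitation 525 nm, emission 613 nm; benchmarks: DMSO-plus-enzyme-mix negative control, buffer-substituted positive control; compound dosing: single 20 µM dose; schedule: 90 min at room temperature in dark; also added: glucose plus 1 mM ATP as hexokinase substrates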
# SENP7 block = inhibitors of human SENP7 protease; recombinant SENP7, Z-RLRGG-aminoluciferin luminescence, 40 min; actives 1.5% (n = 330,000); Q9BQF6; inhibition, % at 5 µM;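 active means inhibition above about 50% at the single test dose, limit read from the data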;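 further: plate controls were DMSO with enzyme for no effect and no enzyme buffer wells for full effect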
# Apaf1 inhib = human Apaf-1 inhibition; inhibition, % at 20 µM; reconstituted apoptosome caspase-3 activity, DEVD-Rh110 fluorescence; AID 489030; O14727; actives 0.71% (n = 330,000); active means inhibition of at least 40% at 20 µM;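 further: plate controls were DMSO wells for no effect and DEVD-CHO caspase inhibitor wells for full effect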
#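 Material: reconstituted apoptosome with Apaf-1, cytochrome c, caspase-9, procaspase-3, dATP. Technique: Rh110 fluorescence intensity. Buffer or medium: pH 7.5 Hepes buffer with CHAPS, BSA, DTT. Times: 30 min plus 50 min, RT.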
# SENP1 FRET inh = inhibitors of human SENP1 SUMO protease catalytic domain. inhibition, % at 10 µM. Q9P0U3. AID 624204. actives 0.21% (n = 360,000). recombinant SENP1 catalytic domain, CyPet-SUMO1-YPet FRET cleavage;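 active means inhibition at least 30% at 10 µM, raw YFP signal under a set limit, fluorescence ratio 0.5 to 1.5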;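 further: 0% = enzyme with DMSO and 100% = no enzyme wells; some results filed as inactive read as strong as hits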
#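 material = recombinant human SENP1 catalytic domain, His6-tagged | quantity = 20 pM enzyme | reagent = 25 nM SUMO1 FRET substrate | compound dosing = 10 µM single point, 0.5% DMSO | timing = 50 min enzyme reaction, room temperature, light-protected | detection = FRET, CFP and YFP emission | control set = no-enzyme low, enzyme-DMSO high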
# SENP8 block-2 = SENP8 (human) protease inhibition. Q96LD8. recombinant SENP8, Nedd8 substrate fluorescence. inhibition, % at 20 µM. actives 0.64% (n = 360,000). AID 602440; in the data active means inhibition mostly above about 40%, no sharp cut-off; inactive means mostly below about 27%
# Starred values were filed as active, the others as inactive; x = not tested or not shown. An excerpt, so the mix of outcomes need not match the whole.
SMILES,PfGluPho inh,SENP6 inh,SENP8 block-1,HKDC1 inhibitor,SENP7 block,Apaf1 inhib,SENP1 FRET inh,SENP8 block-2
CCn1c(O)c(C(=O)CC2NCCc3ccccc32)c(=O)n(CC)c1=S (stereo unspecified),14,0,0,-3,-1,1,-4,2
Cc1ccc(C2N(c3cc(C)on3)C(=O)C3CCCN32)cc1 (stereo unspecified),-11,-14,-13,-3,-4,3,0,4
C[C@]12CCC3C(CC[C@H]4C[C@@H](O)CC[C@]34C)[C@H]1CC[C@H]2O (stereo partly specified),-2,-11,4,-3,-4,-3,0,15
C=Cn1ccnc1P(=S)(c1nccn1C=C)c1nccn1C=C,-13,-8,-10,-5,-3,-1,0,16
CC(=NCc1ccco1)c1c(O)n(Cc2ccccc2)c(=O)[nH]c1=O,-2,-15,-1,4,7,13,-8,3
Cc1cc(Cl)ccc1C(=O)C1CCCN(Cc2ccon2)C1 (stereo unspecified),5,-9,-6,-8,5,3,-2,4
O=C(O)Cn1cc(C(=O)c2ccccc2F)c2ccccc21,6,16,5,-2,-4,-17,1,12
CCn1ccnc1CN1CCCC(C(=O)c2ccc(SC)cc2)C1 (stereo unspecified),-6,-17,-1,-7,6,1,0,16
CNC(=O)Oc1ccc2c(c1)C(=O)c1ccccc1CO2,-8,-16,-11,1,-5,-3,10,26
CCC(C)NC(=O)CCC(=O)OC1O[C@H]2OC3(C)CC[C@H]4[C@H](C)CCC(C1C)C24OO3 (stereo partly specified),-2,x,x,-3,x,x,0,13
Cc1ccc(NP(=O)(Oc2ccccc2F)Oc2ccccc2F)cc1,18,1,-4,-3,-7,4,1,9
COc1cccc(NP2(=O)OCC(C)([N+](=O)[O-])CO2)c1 (stereo unspecified),-25,x,x,-3,x,x,-1,20
O=C(CCc1ccc(O)cc1)N1C[C@H]2C[C@@H](C1)c1cccc(=O)n1C2,-11,-9,-7,-4,-9,-5,2,33
Cc1ccc(C(O)P(=O)(Oc2ccccc2)Oc2ccccc2)cc1 (stereo unspecified),-6,-11,-15,-5,-5,-7,6,12
COC(=O)C1=C(c2cc3ccccc3s2)C[C@@H]2CC[C@H]1N2C(=O)N1CCC(C)CC1,12,-14,6,-1,3,32,2,2
CC(C)N1CCN(Cc2cccc3c2OCO3)CC1CCO (stereo unspecified),3,7,10,-11,-1,-10,-1,2
Cc1ccc(N2C(=O)NC(=O)/C(=C\C=C\c3ccco3)C2=O)cc1,40,-10,-1,10,1,21,-40,-19
CN(C)C1C(=O)C(C(N)=O)=C(O)C2(O)C(=O)C3=C(O)c4c(O)cccc4C(C)(O)C3C(O)C12 (stereo unspecified),38,9,12,5,-4,-12,16,-112
COc1ccc(OC)c(C(O)C(C)N)c1 (stereo unspecified),0,6,7,-2,3,-11,1,8
CCc1ccc(OCCCN=C(C)c2c(O)n(C)c(=O)n(C)c2=O)cc1,5,-6,1,-2,1,27,-14,14

# An excerpt of these results, with bars between the fields.
compound | PfGluPho inh | SENP6 inh | SENP8 block-1 | HKDC1 inhibitor | SENP7 block | Apaf1 inhib | SENP1 FRET inh | SENP8 block-2
Cc1ccc(C(O)P(=O)(Oc2ccccc2)Oc2ccccc2)cc1 (stereo unspecified) | -6 | -11 | -15 | -5 | -5 | -7 | 6 | 12
COC(=O)C1=C(c2cc3ccccc3s2)C[C@@H]2CC[C@H]1N2C(=O)N1CCC(C)CC1 | 12 | -14 | 6 | -1 | 3 | 32 | 2 | 2
CC(C)N1CCN(Cc2cccc3c2OCO3)CC1CCO (stereo unspecified) | 3 | 7 | 10 | -11 | -1 | -10 | -1 | 2
Cc1ccc(N2C(=O)NC(=O)/C(=C\C=C\c3ccco3)C2=O)cc1 | 40 | -10 | -1 | 10 | 1 | 21 | -40 | -19
CN(C)C1C(=O)C(C(N)=O)=C(O)C2(O)C(=O)C3=C(O)c4c(O)cccc4C(C)(O)C3C(O)C12 (stereo unspecified) | 38 | 9 | 12 | 5 | -4 | -12 | 16 | -112
COc1ccc(OC)c(C(O)C(C)N)c1 (stereo unspecified) | 0 | 6 | 7 | -2 | 3 | -11 | 1 | 8

# Other records follow.
SMILES,PfGluPho inh,SENP6 inh,SENP8 block-1,HKDC1 inhibitor,SENP7 block,Apaf1 inhib,SENP1 FRET inh,SENP8 block-2
CCCCN1C(=O)NC(=O)C2(Cc3cc(C)ccc3N(C)C2)C1=O (stereo unspecified),4,-15,-7,6,-5,1,-16,-2
NCCCC(=O)OC1N=C(c2ccccc2Cl)c2cc(Br)ccc2NC1=O (stereo unspecified),24,1,-2,-4,-3,-3,0,7
O=C(c1ccc2c(c1)OCO2)C1CCCN(Cc2c(F)cccc2Cl)C1 (stereo unspecified),-3,-14,-12,-3,-9,18,1,6
NCC1(CC(=O)O)CCCCC1,x,3,-3,x,9,0,x,x
O=C(CNS(=O)(=O)c1ccc(Br)s1)N1CCC2(CC1)OCCO2,-9,5,10,-10,2,-4,0,13
CCOC(=O)C1(c2ccccc2)CCN(CCc2ccc(NC(=O)CCC(=O)O)cc2)CC1,10,x,x,-5,x,x,-3,7
CCC(=NCc1cc(OC)cc(OC)c1)c1c(O)n(C)c(=O)n(C)c1=O,7,-10,-4,16,-1,14,2,20
COC(=O)C1=C(c2ccc(F)cc2OCc2ccccc2)C[C@@H]2CC[C@H]1N2C(=O)NC1CC1,-6,-36,-16,-5,-10,23,1,-9
Cc1cc(OCC(=O)N2CCC(C(=O)O)CC2)c2c3c(c(=O)oc2c1)CCC3,13,2,2,4,-5,-3,2,-145
CC(=O)N1Cc2cnnn2-c2ccccc2C1C#N (stereo unspecified),17,x,x,-4,x,x,-1,13
CC(C)CN(CC(C)C)c1ccc(C=C2C(=O)NC(=S)NC2=O)cc1[N+](=O)[O-],-37,2,-5,13,6,16,0,15
O=c1c2ccccc2nc(-c2ccc([N+](=O)[O-])cc2)n1-c1ccccc1,-8,-9,-12,6,1,3,2,6
N=C1c2ccccc2CN1c1ccc(F)c([N+](=O)[O-])c1,-7,-29,-12,-7,-3,-19,0,39
O=C(N/N=C/c1c(O)n(Cc2ccccc2)c(=O)[nH]c1=O)c1ccccc1O,-27,18,-1,-6,6,7,-29,-187
COC(=O)C1=C(c2ccc(S(C)(=O)=O)cc2)C[C@@H]2CC[C@H]1N2C(=O)N1CCC(O)CC1,-7,-16,-3,-3,5,2,1,9
O=C1Nc2ccc(Br)cc2C(c2ccccc2Cl)=NC1O (stereo unspecified),54,-13,-11,-2,9,-6,0,-1
Cc1ccc(Cn2c(C)c3cnn(CC(=O)N4CCC5(CC4)OCCO5)c(=O)c3c2C)cc1,-20,11,-4,4,4,-4,-8,-29
C=CCOC(=O)C1=C(C)OC(N)=C(C(=O)OCC)C12C(=O)N(CC(N)=O)c1ccccc12 (stereo unspecified),-12,-4,7,-11,3,18,1,9
COc1cccc(CCNCc2cccc(C(F)(F)F)c2)c1,3,0,-10,-10,0,2,2,11
O=c1[nH]c(=S)n(C2CC2)c(O)c1/C=N/Nc1cccc2ccccc12,15,-1,-12,3,-2,4,-36,-70
Oc1c(Br)cc(Br)cc1Br,6,-17,-8,3,-8,6,0,16
Cc1ccc(N2C(=O)NC(=O)/C(=C\c3cc(C)n(-c4sc5c(c4C#N)CCCC5)c3C)C2=O)cc1,22,0,1,66*,3,26,-5,8
COc1ccc(OC)c([C@@H](O)[C@H](C)NC(C)(C)C)c1,-10,-12,-3,-2,-8,0,-1,7
C[C@@H](N)Cc1cnc[nH]1,6,6,3,4,0,6,0,-7
CCc1ccc(-c2nn(Cc3ccccc3)cc2C=O)cc1,14,-22,-5,-6,4,21,0,-4
CCOP(=S)(OCC)Oc1cc(C)oc(=O)c1Cl,63*,0,-3,-6,-3,-4,3,13
CC(C)N(C(=O)CCl)c1ccccc1,8,x,x,0,x,x,4,5
O=C(c1cc2c(s1)CCCC2)N1CCC2(CC1)OCCO2,-1,-4,-5,19,3,-12,3,15
CC(=O)Nc1ccc(OC(=O)N(C)c2ccccc2)cc1,-5,11,1,-9,0,2,-2,15
CCCCCP(=O)(O)c1ccccc1,6,3,1,-7,4,-11,-1,11
N#C/C(=C\c1ccc(O)cc1)C(=O)O (tested in a mixture with another compound),-4,x,x,-7,x,x,-7,-6
COc1ccccc1OCC(=O)Nc1ccc(Cl)cc1C(=O)c1ccccc1,-4,11,-4,7,-6,24,1,3
O=c1[nH]c(=O)n(-c2ccccc2)c(O)c1N=Nc1ccc(Br)cc1,-16,1,3,5,-1,-15,-9,16
CCN1C[C@]2(CO)CC[C@H](OC)[C@@]34C5C[C@H]6[C@H](OC)C5[C@](O)(C[C@H]6OC)[C@@](O)(C(OC)C23)[C@@H]14 (stereo partly specified),3,-15,-10,0,9,4,-2,23
O=C(COc1ccc(Cl)cc1)NCCc1cnc[nH]1,-9,12,2,-7,6,-4,2,13
CC(C)CC(NC(=O)C1CCCCC1)C(=O)N1CCC2(CC1)OCCO2 (stereo unspecified),15,-4,5,-10,-3,-7,3,39
CCC12CN3CCN(CC(C3)/C1=N\O)C2,-10,-1,1,-1,-9,-4,1,5
Cc1ccc(-n2c(O)c(C=Nc3ccccc3N)c(=O)[nH]c2=O)cc1C,-2,-8,-3,-6,-2,-9,0,-28
Clc1ccc(C(c2ccc(Cl)cc2)n2cc[n+](CC(OCc3ccc(Cl)cc3Cl)c3ccc(Cl)cc3Cl)c2)cc1 (stereo unspecified),54,-33,-30,1,1,89*,0,15
CCCCn1c(O)c(C(=O)/C=C/c2ccc3c(c2)OCO3)c(=O)[nH]c1=O,-31,-4,-2,-2,15,-3,-3,-6
Cc1ccc(C(C)C)c(OCC#CCN2CCCC2)c1,9,-28,-8,-9,-1,3,1,7
C=C1C(=O)O[C@@H]2C[C@@H](C)[C@@H]3C=CC(=O)[C@@]3(C)[C@@H](O)[C@H]12,23,-6,4,-5,-8,-4,1,12
COC(=O)C1=C(c2cc3ccccc3o2)C[C@@H]2CC[C@H]1N2C(=O)NCCNC(C)=O,5,-4,0,-6,-3,3,3,4
CC(c1ccccc1)n1cncc1C(=O)N1CCCC1=O (stereo unspecified),-1,-3,1,-6,11,5,1,14
Cc1cccc(NC(=O)CSc2nnc([C@@H](N)Cc3c[nH]c4ccccc34)o2)c1C,-12,-1,2,10,7,-1,-2,7
O=C(Cn1c(=S)[nH]c2ccccc2c1=O)N1CCC2(CC1)OCCO2,-6,-3,-4,-5,3,-13,0,18
FC(F)(F)/C(=N\P(=S)(N1CCOCC1)N1CCOCC1)N1CCOCC1,8,-1,0,12,-1,-5,1,11
C=C(CC1CC(O)[C@]2(C)OC3CC4OC5C[C@]6(C)O[C@]7(C)CCC8OC9C[C@]%10(C)OC%11C(C)=CC(=O)OC%11CC%10OC9C[C@@H](C)C8OC7CC6O[C@]5(C)C/C=C\C4OC3CC2O1)C(=O)O (stereo partly specified),0,-7,6,2,4,-4,2,12
COC(=O)C1=C(c2ccc(OCc3ccccc3)cc2)C[C@@H]2CC[C@H]1N2C(=O)NCCN1CCOCC1,-6,-3,-12,-4,3,17,0,10
Oc1ccc2c3c1OC1c4[nH]c5ccccc5c4C[C@@]4(O)C(C2)N(CC2CC2)CC[C@]314 (stereo partly specified),22,3,2,6,3,-10,0,-4
